Assay outcomes: PubChem, several laboratories
HTR5A inv ag: counter-screen for OPRM1-OPRD1 inverse agonists: human HTR5A inverse agonism; P47898; HTR5A cell line, luminescence; inhibition, % at 9.3 µM; 0.083% of 340,000 active; AID 504634; in the data active = inhibition mostly above about 23%, no sharp cut-off; inactive = mostly below about 18%;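 note: 0% = cells with DMSO and 100% = no-cell wells with DMSO; some compounds called inactive have numbers as strong as hits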
LANA DNA inh: KSHV C-LANA DNA binding inhibition; inhibition, % at 9 µM; 0.078% of 340,000 active; MBP-C-LANA/FAM-LBS DNA binding, fluorescence polarization;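 active = highest replicate inhibition at or above 60% at 9 µM, even if other replicates fall short; inactive = all replicates below 60% inhibition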;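 note: 0% = neutral control wells and 100% = 4 µM acridine orange control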
RTF Ca sens act: cardiac RTF calcium sensitization; 0.24% of 340,000 active; activation, % at 7.2 µM; IANBD-labeled TnC RTF fluorescence at EC20 calcium; 0% EC20 calcium, 100% full calcium; AID 493008; P19429+P45379;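 active = activation above the mean over all tested compounds plus 3 SD, cut at about 30% in these data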;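 note: rise in fluorescence read as greater calcium sensitivity of cardiac thin filaments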
OPRM1-OPRD1 inv: inverse agonists of human mu-delta opioid receptor heterodimerization. cell-based MOR-DOR heterodimer luminescence, inverse agonism. inhibition, % at 9.3 µM. 0.21% of 340,000 active. AID 504357; in the data active = inhibition above about 22%, passing the limit was not always enough;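 note: 0% = cells with DMSO and 100% = wells without cells with DMSO; values of inactives mirror those of a sister screen read the other way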
Target sequence (P35372 whole entry, looked up): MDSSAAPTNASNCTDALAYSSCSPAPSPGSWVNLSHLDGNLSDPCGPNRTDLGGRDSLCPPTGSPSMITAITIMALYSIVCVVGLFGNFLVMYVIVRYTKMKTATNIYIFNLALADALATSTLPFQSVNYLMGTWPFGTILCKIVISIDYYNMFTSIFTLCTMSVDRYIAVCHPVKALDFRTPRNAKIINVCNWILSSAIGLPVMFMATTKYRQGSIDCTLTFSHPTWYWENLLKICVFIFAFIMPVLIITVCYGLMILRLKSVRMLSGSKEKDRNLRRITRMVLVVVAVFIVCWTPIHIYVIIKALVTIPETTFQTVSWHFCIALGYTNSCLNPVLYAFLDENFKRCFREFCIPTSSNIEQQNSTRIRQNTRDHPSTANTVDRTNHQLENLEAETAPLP
Target sequence (P41143 whole entry, looked up): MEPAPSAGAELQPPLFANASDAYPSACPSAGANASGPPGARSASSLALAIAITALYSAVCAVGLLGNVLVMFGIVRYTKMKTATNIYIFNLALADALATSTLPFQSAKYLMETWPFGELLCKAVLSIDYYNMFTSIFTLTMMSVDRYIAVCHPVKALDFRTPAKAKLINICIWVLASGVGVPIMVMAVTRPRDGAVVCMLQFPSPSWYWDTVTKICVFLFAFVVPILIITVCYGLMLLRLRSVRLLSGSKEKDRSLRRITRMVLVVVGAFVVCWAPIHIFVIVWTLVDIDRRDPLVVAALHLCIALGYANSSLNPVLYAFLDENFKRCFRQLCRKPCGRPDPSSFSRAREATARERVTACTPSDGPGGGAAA
V-ATPase pH: regulators of yeast V-ATPase proton transport | 0.37% of 350,000 active | AID 504577 | S. cerevisiae, pHLuorin cytosolic pH fluorescence | response, % at 10 µM; in the data active = response mostly above about 7.3%, no sharp cut-off; inactive = mostly below about 5.4%; note: actives read high; inactives centre near 0; some compounds called inactive have numbers as strong as hits; reference of the scale not given here
MOR-DOR ag: agonists of human mu-delta opioid receptor heterodimerization | AID 504326 | cells, OPRM1-OPRD1 heterodimerization, luminescence | activation, % at 9.3 µM | 0.3% of 340,000 active; in the data active = activation above about 18%;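 note: 0% = vehicle-treated cells and 100% = reference agonist; values of inactives mirror those of a sister screen read the other way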
Keap1 Nrf2 FP: disrupts human Keap1 binding to Nrf2 peptide; Keap1 Kelch-Nrf2 peptide fluorescence polarization, 1536-well; inhibition, % at 9.4 µM; 0.15% of 340,000 active; AID 504523; in the data active = inhibition above about 12%;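 note: human Keap1 Kelch domain with fluorescein labeled Nrf2 9mer peptide probe; 0% = neutral control wells and 100% = peptide positive control; higher means more block of Keap1 binding to Nrf2 peptide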
CAL-PDZ inh HTS: blocks peptide binding to the human CAL PDZ domain; inhibition, % at 24.9 µM; purified CAL PDZ, TMR-peptide fluorescence polarization, 1 h; AID 602252; Q9HD26; 0.92% of 300,000 active;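 active = mean inhibition of at least 30% with at least half of replicates also reaching 30%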;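 note: 0% = DMSO neutral control and 100% = excess unlabeled competitor peptide PRC23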
RTF Ca sens inh: cardiac RTF calcium desensitization; inhibition, % at 7.15 µM; P19429+P45379; 0.12% of 340,000 active; AID 493244; IANBD-labeled cardiac RTF, Ca2+ fluorescence;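 active = inhibition above the mean inhibition of all tested compounds plus 3 SD, cut at about 17% in these data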;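 note: assay run at fixed EC70 calcium of 1.6 mM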
HTR5A ag ctr: counter-screen for OPRM1-OPRD1 agonists: human HTR5A agonism; P47898; HTR5A agonist assay, luminescence, cell-based; activation, % at 9.3 µM; 0.61% of 340,000 active; in the data active = activation mostly above about 9.5%, no sharp cut-off; inactive = mostly below about 7.6%;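 note: 0% = cells with vehicle only and 100% = reference agonist; strong numbers were not always called active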
* hit, by the source's call; nt = not tested or not shown.

structure | HTR5A inv ag | LANA DNA inh | RTF Ca sens act | OPRM1-OPRD1 inv | V-ATPase pH | MOR-DOR ag | Keap1 Nrf2 FP | CAL-PDZ inh HTS | RTF Ca sens inh | HTR5A ag ctr
O=C(NC1CC1)C1CC(=O)N(c2cccc(Cl)c2)C1 (stereo unspecified) | 8.6 | -0.9 | -2.9 | 14.6 | 0.9 | -2.8 | 0.1 | -0.3 | -6.3 | 0.1
COc1ccc(C2(c3ccc(OC)cc3)NC(=O)N(CC(=O)NCC(F)(F)F)C2=O)cc1 | -6.4 | -1.7 | -5.7 | -4.9 | 0.6 | 0.6 | -0.1 | -6.7 | -11.5 | 2.1
COc1ccc(-c2csc(NC(=S)NC(=O)/C=C/c3ccc(C(C)C)cc3)n2)cc1OC | -13.2 | 0.2 | -4.5 | 5.6 | -0.6 | -1.1 | -0.1 | 2.0 | 4.2 | 3.7
Cn1cnc([N+](=O)[O-])c1S(=O)(=O)Oc1ccccc1 | 21.0 | -0.6 | 4.2 | 39.9* | -0.9 | -8.2 | 8.4 | 8.1 | 2.7 | -5.3
COc1ccc(/C=N/NC(=O)CC(=O)NCCc2ccccc2)cc1OC | -3.8 | 1.8 | -10.0 | -20.8 | 5.3 | 3.5 | -2.0 | -2.3 | -2.7 | 1.5
O=C(CC12CC3CC(CC(C3)C1)C2)NC(=S)NCc1ccco1 | -8.8 | -0.2 | -3.1 | 1.2 | 2.6 | -0.3 | -0.8 | -1.0 | -10.4 | 3.2
O=C(NNc1ccccc1)C(=O)NNc1ccccc1 | 4.5 | 0.6 | -2.5 | 27.7 | 1.7 | -5.3 | -1.4 | nt | 0.7 | -1.3
Cc1cc(C(F)(F)F)nn1CC(=O)NNC(=S)NCC(C)C | -17.9 | 2.0 | -2.4 | 18.7 | 0.3 | -3.6 | -5.4 | nt | -8.2 | -0.4
COc1ccc(N(C(C)C(=O)Nc2cccnc2)S(C)(=O)=O)cc1 (stereo unspecified) | -3.6 | -0.6 | 2.9 | 8.2 | -1.4 | -1.6 | -1.5 | 2.7 | -1.8 | 1.3
Nc1ncc(-n2cncn2)c(-c2ccccc2)n1 | 7.4 | -0.2 | -2.8 | 15.1 | -1.0 | -2.6 | -3.7 | -1.2 | -22.1 | -2.6
COc1ccc(CNC(=O)c2cc(-c3ccncc3)nc3c(C)cc(C)cc23)cc1OC | 32.7 | 0.2 | 0.2 | -6.2 | 0.4 | 1.3 | 0.2 | -2.8 | -15.6 | 3.4
O=C(NCc1ccc(F)cc1)c1cc(-c2ccco2)on1 | -13.7 | 3.0 | 3.2 | 12.2 | 3.9 | -2.3 | -12.0 | 2.7 | 1.6 | -0.3
COc1ccc(-c2nc(CS(=O)(=O)CC(=O)NCc3cccc(OC)c3OC)c(C)o2)cc1 | -27.3 | -0.7 | 0.7 | -7.5 | -0.3 | 1.4 | -0.8 | nt | 0.5 | -2.0
CN(CC(=O)Nc1ccc(F)c(F)c1F)C(=O)CC1OC(=O)c2ccccc21 (stereo unspecified) | 4.5 | -0.4 | -8.0 | 17.9 | -1.5 | -3.3 | 3.4 | -3.9 | 0.3 | 0.7
COc1ccc(NC(=O)COc2ccc(N(C)S(=O)(=O)c3ccc(Cl)cc3)cc2)cc1OC | 11.7 | -2.2 | -1.9 | -8.6 | -3.0 | 1.6 | -2.1 | -7.2 | 6.3 | -4.7
COc1ccc(-c2csc(N(CCCN(C)C)C(=O)c3ccccc3Cl)n2)cc1 | -20.4 | 1.6 | -5.2 | 18.8 | 2.4 | -4.0 | -5.2 | -10.4 | -1.6 | 5.5
COc1cnc(-c2ccccn2)nc1Oc1ccc(Cl)c2ccccc12 | -29.7 | -0.3 | -0.6 | -14.5 | 2.5 | 3.0 | 0.3 | -3.5 | -4.8 | 12.4
COc1cc(C(=O)NCCCCc2ccccc2)cc(OC)c1OC | 15.3 | 1.0 | 4.6 | 8.8 | -4.7 | -1.8 | 4.3 | -3.3 | -0.6 | -4.1
COc1cccc(N2CCN(C(=O)c3ccc4nc(N5CCCCC5)sc4c3)CC2)c1 | -0.6 | -1.4 | 4.3 | 6.0 | 1.1 | -1.2 | -2.0 | -0.1 | -2.0 | 0.2
Cc1cc(F)ccc1NC(=S)NC1CCCC1 | 20.8 | -0.9 | -0.9 | 14.5 | 1.6 | -2.8 | -0.2 | -1.5 | -6.4 | 2.3
Cc1nnc(C)n1/N=C/c1cc2ccccc2nc1Cl | -4.2 | -1.7 | 3.7 | 7.3 | 0.4 | -1.6 | -3.0 | -12.8 | -0.2 | 1.5
COc1cccc(/C=C2/Sc3ccc(C(=O)NCCN4CCCC4)cc3NC2=O)c1 | 11.5 | 0.4 | -0.9 | 11.7 | -2.7 | -2.3 | 5.3 | -10.3 | -1.4 | -3.3
COc1cc(-c2ccc3oc(-c4ccsc4)c(C#CC4(O)CCCCC4)c3c2)cc(OC)c1OC | -31.5 | 1.2 | -5.2 | -11.5 | -1.2 | 2.0 | -3.9 | -4.1 | -4.4 | 11.7
COc1ccc(Cc2nc(-c3cccs3)no2)cc1 | 11.3 | 0.8 | -1.9 | 4.0 | -3.1 | -0.8 | -4.9 | -1.5 | -7.6 | -4.3
CN(C)C(=O)N1CCC(C(=O)NCc2ccccc2)CC1 | 22.7 | -0.1 | -7.8 | -8.4 | 1.3 | 1.4 | -2.7 | -5.0 | 13.4 | -8.7
CC(=O)c1csc(Nc2ccccc2Cl)n1 | -24.4 | -0.1 | -1.1 | 12.2 | -1.4 | -2.4 | -3.2 | -6.7 | -3.1 | -1.3
Cc1cccc(NC2=NC(C)(C)N=C(N)N2)c1 | 11.7 | 0.4 | -6.0 | 12.2 | 2.8 | -1.9 | -1.0 | -3.8 | -0.5 | -4.7
O=C(CNC(=O)c1ccco1)NCc1nc2ccccc2[nH]1 | -2.8 | -2.4 | -0.8 | 20.9 | 1.2 | -3.9 | -5.2 | 1.1 | 0.1 | 1.6
O=C(Nc1ccc(Br)cc1)c1ccc(N2C(=O)C3CCCCC3C2=O)cc1 (stereo unspecified) | 19.3 | 0.1 | 1.7 | -21.4 | 0.2 | 3.1 | -4.0 | -9.4 | 1.6 | 4.0
COc1ccc(CC(=O)Nc2ccc(/C(C)=N\NC(=O)c3ccc(Br)o3)cc2)cc1 | -15.7 | 0.2 | -1.4 | -1.3 | -3.0 | 0.3 | 7.2 | 0.2 | 2.7 | 6.1
CSc1ccc(CN2CCN(C3CCCC3)C(CCO)C2)cc1 (stereo unspecified) | 0.3 | -0.7 | 6.4 | 9.1 | -0.5 | -1.9 | -2.0 | -0.2 | -2.5 | -0.1
Cc1cc(C)c(OCC(=O)N/N=C/c2ccco2)c(C)c1 | -20.2 | -1.3 | 3.6 | -0.6 | 2.8 | 0.1 | 0.1 | -5.2 | -6.7 | 1.0
O=C(NNC(=S)NC(=O)c1ccccc1)c1ccc([N+](=O)[O-])cc1 | 15.4 | -0.4 | 4.6 | -14.2 | -1.9 | 2.9 | -5.1 | -0.2 | 1.5 | -4.1
O=C(CCCCCn1c(=S)[nH]c2ccc(N3CCOCC3)cc2c1=O)NC1CCN(Cc2ccccc2)CC1 | 14.7 | 1.1 | -4.7 | 19.6 | -2.6 | -4.1 | 2.2 | -3.4 | 6.4 | -5.9
Cc1ccc(NC(=O)c2cc(=O)c3ccccc3o2)cc1 | -5.5 | -0.1 | 0.1 | 5.0 | -0.3 | -1.0 | -6.9 | nt | -9.3 | 2.1
O=C(Nc1ncn[nH]1)c1cc(S(=O)(=O)Nc2cccc(C(F)(F)F)c2)ccc1Cl | -14.8 | -0.4 | 2.7 | -4.6 | -1.4 | 1.0 | -0.7 | 1.4 | -7.5 | 3.5
CCc1cc2c(=O)nc3n(c2s1)Cc1ccccc1/C3=C(/O)c1ccc(F)cc1 | -20.5 | 0.1 | 4.2 | -11.4 | 0.3 | 2.3 | 2.0 | -2.7 | -8.3 | 8.0
O=S(=O)(c1cccc(C(F)(F)F)c1)N1CCN(S(=O)(=O)c2ccc3c(c2)OCCO3)CC1 | -0.7 | 3.6 | -0.1 | 1.3 | -2.0 | -0.2 | -6.9 | -2.4 | -14.2 | -2.7
O=[N+]([O-])c1ccccc1/C=C/CN1CCCC(CO)C1 (stereo unspecified) | -22.2 | 0.3 | -2.5 | 14.4 | 3.1 | -2.9 | -1.0 | nt | -6.3 | 6.7
O=C1COc2ccc(S(=O)(=O)CCC(=O)N3CCN(c4ccccc4)CC3)cc2N1 | -21.1 | 3.0 | 4.5 | 2.8 | 7.0 | -0.6 | -5.3 | 0.6 | -0.7 | -2.8
Cc1ccc(CN(C)C(=O)c2cc(COc3ccc(F)cc3Cl)on2)o1 | -24.6 | -1.1 | -2.9 | -12.8 | -0.8 | 2.6 | -1.5 | -9.9 | -0.6 | -1.1
CC(C)(C)CC(=O)NC(=S)Nc1ccccc1[N+](=O)[O-] | 21.8 | -1.4 | 1.0 | 16.4 | -1.9 | -3.1 | -2.7 | 101.1* | 7.3 | 5.6
COc1c(C(=O)Nc2ccc(CN3CCOCC3)cc2)cc2ccccc2c1Br | -4.1 | 0.5 | 1.0 | 18.1 | -3.1 | -3.5 | -4.7 | -3.1 | -2.5 | 1.7
C/C(=N\NC(=S)Nc1ccccc1C)C1Cc2ccccc2C(=O)O1 (stereo unspecified) | -18.9 | -0.2 | 1.2 | 8.5 | -1.0 | -1.7 | -3.6 | 3.8 | 5.4 | 7.3
Cc1ccc(NC2=C/C(=N/S(=O)(=O)c3cccs3)c3ccccc3C2=O)cc1 | -0.9 | -0.7 | -1.4 | -89.7 | -3.3 | 16.9 | -4.1 | -2.1 | -1.7 | 6.8
Fc1ccc(NC(=S)NCc2ccccc2)cc1 | -16.1 | -0.9 | -2.1 | 2.9 | -1.8 | -0.6 | -2.0 | 1.2 | -1.2 | 4.3
C=CCc1cccc(/C=N/NC(=O)CCC(=O)Nc2ccc(F)cc2)c1O | -1.4 | -5.3 | -3.4 | -72.7 | 2.8 | 14.0 | -3.8 | -4.9 | 9.9 | 0.4
O=C(COc1ccccc1)c1ccccc1 | -1.4 | 0.0 | 3.0 | 11.7 | 0.2 | -2.4 | -5.4 | 1.0 | -2.6 | 0.4
CCC(C)(c1nnnn1-c1c(C)cccc1C)N(N=O)c1cccc(C(F)(F)F)c1 (stereo unspecified) | -20.0 | 1.6 | -1.0 | 5.5 | 5.0 | -1.1 | -4.1 | -6.2 | 3.8 | 5.8
Cc1ccc(-c2nnn(CC(=O)N(CCCO)C(C(=O)NC3CCCC3)c3ccc(Cl)cc3)n2)o1 (stereo unspecified) | 4.5 | -2.5 | -2.7 | 21.6 | 1.3 | -3.5 | 0.5 | -3.3 | -1.3 | -5.5
CCc1n[nH]c(=S)n1/N=C/c1c[nH]c2ccc(Br)cc12 | 15.8 | 0.8 | 7.8 | -5.6 | 3.3 | 1.0 | -3.9 | nt | -3.0 | 3.2
Cc1csc2nc(CCNS(=O)(=O)c3cccs3)cn12 | -33.2 | 0.2 | 1.1 | 10.5 | -4.2 | -1.8 | 1.9 | nt | -4.9 | 10.9
